FLuc inhib CS = Photinus pyralis luciferase inhibition counter-screen. ATPLite firefly luciferase biochemical luminescence, 10 min. inhibition, % at 10 µM. 200,000 tested, 1.5% active;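 active = inhibition above about 50% when tested at 10 µM, limit read from the data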
Target sequence (P08659 whole entry, looked up): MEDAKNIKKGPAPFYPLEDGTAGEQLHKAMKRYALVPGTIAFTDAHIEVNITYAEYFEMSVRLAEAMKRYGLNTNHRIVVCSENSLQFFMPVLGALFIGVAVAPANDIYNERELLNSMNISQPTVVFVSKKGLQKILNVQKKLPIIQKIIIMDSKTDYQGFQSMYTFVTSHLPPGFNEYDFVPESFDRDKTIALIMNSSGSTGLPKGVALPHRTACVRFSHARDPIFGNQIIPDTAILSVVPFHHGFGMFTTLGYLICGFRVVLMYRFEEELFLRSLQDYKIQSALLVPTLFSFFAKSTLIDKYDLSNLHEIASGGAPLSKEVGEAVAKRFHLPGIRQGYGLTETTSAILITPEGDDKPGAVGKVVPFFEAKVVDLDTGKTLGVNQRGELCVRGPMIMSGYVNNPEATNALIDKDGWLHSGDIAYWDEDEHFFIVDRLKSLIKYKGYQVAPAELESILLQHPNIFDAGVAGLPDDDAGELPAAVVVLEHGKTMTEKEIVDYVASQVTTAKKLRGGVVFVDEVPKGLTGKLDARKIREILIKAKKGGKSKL
STAT3 blocker = inhibitors of IL-6 induced STAT3 signaling; U3A cells, IL-6 STAT3-luciferase reporter, luminescence; host cell line lacks STAT1; inhibition, % at 5.5 µM; 190,000 tested, 0.89% active; AID 862;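 active = inhibition above the mean inhibition across all screened compounds plus 3 SD, cut at about 44% in these data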;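 also: 0% = DMSO only wells and 100% = 100 µM nifuroxazide control wells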
STAT1 act = activators of IFN-gamma induced STAT1 signaling. AID 932. 200,000 tested, 2.6% active. NIH 3T3 STAT1-luciferase reporter, luminescence; 100% = IFN-gamma alone, no compound. activation (% of control), % at 5.5 µM;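 active = activation above the screen-wide mean activation plus 3 SD, cut at about 130% in these data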;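 also: raw ratio to IFN-gamma control signal so 100% means no change and 0% no light; values of inactives mirror those of a sister screen read the other way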
ROMK mod = modulates human ROMK potassium channel activity; B-score at 10 µM; AID 1918; P48048; 130,000 tested, 2% active; Tet-inducible ROMK, thallium flux fluorescence; actives lie on both sides;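 active = signal ratio slope over the read window, or its plate-corrected B-score, at least 3 SD from the plate mean, either direction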;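 also: B-score of the F/F0 ratio slope over 7 to 12 s after thallium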
Target sequence (P48048 whole entry, looked up): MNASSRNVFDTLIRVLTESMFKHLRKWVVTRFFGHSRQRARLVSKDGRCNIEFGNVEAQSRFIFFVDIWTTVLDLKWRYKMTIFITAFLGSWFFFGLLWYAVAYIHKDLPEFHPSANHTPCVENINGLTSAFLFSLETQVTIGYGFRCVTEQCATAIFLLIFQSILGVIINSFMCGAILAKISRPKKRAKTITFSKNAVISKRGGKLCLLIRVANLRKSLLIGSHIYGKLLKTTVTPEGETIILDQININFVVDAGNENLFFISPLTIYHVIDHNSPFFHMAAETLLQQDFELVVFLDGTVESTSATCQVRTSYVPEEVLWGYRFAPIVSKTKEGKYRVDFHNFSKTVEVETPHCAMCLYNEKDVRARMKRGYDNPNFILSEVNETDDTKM
NF-kB expr up = NF-kB expression increase, human neuronal cells; NF-kB reporter expression; active compounds read high; fold change at 12.5 µM; 190,000 tested, 1.6% active; in the data active = fold change above about 3.3
FLuc stim CS = affects firefly luciferase, flagging false hits in luciferase stimulation screens | P08659 | ATPlite luciferase biochemical, luminescence, 10 min; 0 = ATP-free wells, 1 = DMSO control | activation factor at 10 µM | 200,000 tested, under 10 active | AID 1027;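 active = luciferase activation factor, scaled between plate controls, of at least 2 with compound at 10 µM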
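Assay system: Luciferase/luciferin detection reagent, cell-free biochemical luciferase assay / Read-out: luciferase activation / Benchmarks: No-ATP low control, compound-free enzyme-plus-ATP high control / Medium: PBS buffer for ATP / Detection: luminescence measurement of luciferase light output / Schedule: 10 min at ambient temperature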
APP 5'UTR act = APP 5'UTR luciferase reporter activation; SH-SY5Y APP 5'UTR luciferase reporter, luminescence; zero percent = DMSO vehicle wells; 190,000 tested, 1% active; activation, % at 2 µM; AID 1276;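 active = activation above a set limit, based on mean plus 3 SD of controls, cut at about 140% in these data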; also: values of inactives mirror those of a sister screen read the other way
STAT3 activator = activators of IL-6 induced STAT3 signaling. 190,000 tested, 0.91% active. AID 871. activation (% of control), % at 5.6 µM. U3A cells, IL-6 STAT3-luciferase reporter, luminescence; 100% = signal with IL-6 EC80 alone;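 active = activation above the screen-wide mean of compound activation plus 3 SD, cut at about 130% in these data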;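 also: 0% = background luminescence of wells with medium and substrate only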
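Material: STAT3-luciferase reporter U3A cells; Probe or stimulus: IL-6 (33 ng/mL); Incubation: compound pre-incubation 1 h before IL-6, then 6 h stimulation at 37 °C; Technique: luminescence from STAT3-driven luciferase reporter; Evaluation: % activation versus median of IL-6-stimulated wells; Controls: IL-6-only high control.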
APP 5UTR inh = APP translation inhibition. SH-SY5Y APP 5'UTR-luciferase reporter, luminescence. inhibition, % at 2 µM. 190,000 tested, 0.82% active. AID 1285;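 active = inhibition above a set limit, derived from the sample mean plus 3 SD, cut at about 45% in these data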; also: values of inactives mirror those of a sister screen read the other way
STAT1 inh = STAT1 signaling inhibition; NIH 3T3 STAT1-luciferase reporter, IFN-gamma, luminescence; 200,000 tested, 0.35% active; inhibition, % at 5.5 µM;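 active = inhibition above a set limit, the mean inhibition across all tested compounds plus 3 SD, cut at about 34% in these data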;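 also: 0% = IFN-gamma with DMSO and 100% = IFN-gamma with 300 µM nifuroxazide; values of inactives mirror those of a sister screen read the other way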
Active calls of the source: *; x = no result given.

Fields – FLuc inhib CS, STAT1 inh, APP 5'UTR act, STAT3 activator, STAT1 act, ROMK mod, APP 5UTR inh, NF-kB expr up, FLuc stim CS, STAT3 blocker
- COc1ccc(CCNc2ncnc3c2oc2ccccc23)cc1OC
→ -5, 25, -12, 37, 77, x, 12, 0.34, 1.1, 80*
- COCC1CCCN(Cc2nc(C(c3ccccc3)c3ccccc3)no2)C1 (configuration not stated)
→ -4, 4, -8, 104, 95, 0.63, 8, 1.1, 1, 0
- Cc1c(/C=N/NC(=O)c2cccnc2)c2ccccn2c1C(=O)c1ccc(F)cc1
→ 0, -3, 10, 100, 102, x, -10, 0.36, 1, 0
- CC1=CC(C)(C)NC(=S)N1c1ccc(C)c(C)c1
→ -8, 17, 22, 95, 83, -0.099, -22, 1.2, 1.1, 8
- Cn1cccc1C(=O)NC(=O)COC(=O)CC12CC3CC(CC(Br)(C3)C1)C2
→ -7, 1, -4, 107, 99, 0.75, 4, 1.4, 1.1, -4
- COC(=O)C(C)Oc1ccc(Oc2nc(Cl)ccc2Cl)cc1 (configuration not stated)
→ -8, 1, -10, 96, 98, -0.36, 10, 1.2, 1.1, 12
- Cc1c(NC(=O)c2nn(C)c(=O)c3ccccc23)c(=O)n(-c2ccccc2)n1C
→ x, 8, 5, 96, 93, x, -5, x, x, 8
- COc1ccc(C(=O)Oc2ccc(/C=N/NC(=O)c3ccccc3OC)cc2[N+](=O)[O-])cc1
→ -2, -5, -10, 103, 105, x, 10, 1.5, 1, -1
- CCOC(=O)c1nn(-c2cccc(C)c2)c2nc(-c3ccccc3)c(C#N)c(=O)n12
→ 0, 4, -8, 105, 96, -1, 8, 0.8, 1, -6
- N=c1c2c(-c3ccccc3)c(-c3ccccc3)n(Cc3ccco3)c2ncn1CCN1CCOCC1
→ -8, -13, 8, 107, 112, x, -8, 0.6, 1.1, -3
- CCOC(=O)Nc1sc2c(c1C(N)=O)CCC(C)C2 (configuration not stated)
→ 7, -18, 12, 89, 115, 0.47, -12, 1.1, 0.9, 17
- Cc1c(N=C(N)/N=C(\N)Nc2ccccc2)c(=O)n(-c2ccccc2)n1C
→ 0, -2, -2, 89, 102, 0.49, 2, 1.1, 1, 13
- CCc1ccc(CSc2nccn2-c2ccccc2)cc1
→ -6, 3, -1, 94, 98, x, 1, 1.4, 1.1, 13
- COc1ccc(C(=O)Nc2cc(C(F)(F)F)ccc2Cl)cc1OC
→ -4, -6, -6, 90, 105, x, 6, 0.85, 1, 23
- CSc1ccc(NC(=O)Nc2cccn(Cc3ccccc3F)c2=O)cc1
→ 4, -5, 55, 79, 105, 0.72, -55, 1.8, 1, 31
- COCCN(C(=O)Cc1cccs1)C(C(=O)NC1CCCC1)c1ccc(OC)c(OC)c1 (configuration not stated)
→ 5, -3, -22, 105, 100, x, 22, 1, 0.9, -2
- O=C(Nc1ccc(F)cc1)C(c1ccccc1)N1CCN(S(=O)(=O)c2c(F)cccc2F)CC1 (configuration not stated)
→ -4, 4, 10, 100, 96, 0.34, -10, 0.69, 1, 4
- Fc1ccccc1Cn1c2[n+](c3ccc(C(F)(F)F)cc31)CCCCC2
→ -5, 5, 20, 97, 96, -0.45, -20, 1.6, 1.1, 4
- O=C(Cc1cccs1)N1CCN=C1SCc1ccccc1F
→ -8, 4, -5, 95, 95, x, 5, x, 1.1, 11
- Cc1ccc(C2C3=C(CC(C)(C)CC3=O)NC3=C2C(=O)CC(C)(C)C3)o1
→ 6, -4, -1, 105, 103, 0.23, 1, 1.1, 0.9, 1

14 consecutive records out of the list so far:
Fields – FLuc inhib CS, STAT1 inh, APP 5'UTR act, STAT3 activator, STAT1 act, ROMK mod, APP 5UTR inh, NF-kB expr up, FLuc stim CS, STAT3 blocker
- COc1ccc(CCNc2ncnc3c2oc2ccccc23)cc1OC
→ -5, 25, -12, 37, 77, x, 12, 0.34, 1.1, 80*
- COCC1CCCN(Cc2nc(C(c3ccccc3)c3ccccc3)no2)C1 (configuration not stated)
→ -4, 4, -8, 104, 95, 0.63, 8, 1.1, 1, 0
- Cc1c(/C=N/NC(=O)c2cccnc2)c2ccccn2c1C(=O)c1ccc(F)cc1
→ 0, -3, 10, 100, 102, x, -10, 0.36, 1, 0
- CC1=CC(C)(C)NC(=S)N1c1ccc(C)c(C)c1
→ -8, 17, 22, 95, 83, -0.099, -22, 1.2, 1.1, 8
- Cn1cccc1C(=O)NC(=O)COC(=O)CC12CC3CC(CC(Br)(C3)C1)C2
→ -7, 1, -4, 107, 99, 0.75, 4, 1.4, 1.1, -4
- COC(=O)C(C)Oc1ccc(Oc2nc(Cl)ccc2Cl)cc1 (configuration not stated)
→ -8, 1, -10, 96, 98, -0.36, 10, 1.2, 1.1, 12
- Cc1c(NC(=O)c2nn(C)c(=O)c3ccccc23)c(=O)n(-c2ccccc2)n1C
→ x, 8, 5, 96, 93, x, -5, x, x, 8
- COc1ccc(C(=O)Oc2ccc(/C=N/NC(=O)c3ccccc3OC)cc2[N+](=O)[O-])cc1
→ -2, -5, -10, 103, 105, x, 10, 1.5, 1, -1
- CCOC(=O)c1nn(-c2cccc(C)c2)c2nc(-c3ccccc3)c(C#N)c(=O)n12
→ 0, 4, -8, 105, 96, -1, 8, 0.8, 1, -6
- N=c1c2c(-c3ccccc3)c(-c3ccccc3)n(Cc3ccco3)c2ncn1CCN1CCOCC1
→ -8, -13, 8, 107, 112, x, -8, 0.6, 1.1, -3
- CCOC(=O)Nc1sc2c(c1C(N)=O)CCC(C)C2 (configuration not stated)
→ 7, -18, 12, 89, 115, 0.47, -12, 1.1, 0.9, 17
- Cc1c(N=C(N)/N=C(\N)Nc2ccccc2)c(=O)n(-c2ccccc2)n1C
→ 0, -2, -2, 89, 102, 0.49, 2, 1.1, 1, 13
- CCc1ccc(CSc2nccn2-c2ccccc2)cc1
→ -6, 3, -1, 94, 98, x, 1, 1.4, 1.1, 13
- COc1ccc(C(=O)Nc2cc(C(F)(F)F)ccc2Cl)cc1OC
→ -4, -6, -6, 90, 105, x, 6, 0.85, 1, 23

Continuation:
Fields – FLuc inhib CS, STAT1 inh, APP 5'UTR act, STAT3 activator, STAT1 act, ROMK mod, APP 5UTR inh, NF-kB expr up, FLuc stim CS, STAT3 blocker
- NS(=O)(=O)c1ccc(NS(=O)(=O)c2ccc(NC(=O)c3ccc(-c4ccccc4)cc3)cc2)cc1
→ -8, 16, 13, 82, 91, x, -12, 1.1, 1.1, 28
- Cc1ccccc1CC1(CO)CCCN(C(=O)c2ccccc2N(C)C)C1 (configuration not stated)
→ -1, -2, 15, 104, 100, -1, -15, 1.2, 1, -3
- c1cncc(CNc2ncnc3sc4c(c23)CCC4)c1
→ 3, 10, -2, 103, 89, -0.73, 2, 0.89, 1, 1
- COc1ccc([N+](=O)[O-])cc1NC1CCCCC1
→ -6, -8, 19, 111, 107, x, -19, 0.95, 1.1, -7
- O=S(=O)(c1ccc(NC(=S)NN=C(Cc2ccccc2)Cc2ccccc2)cc1)N1CCOCC1
→ -8, -2, 25, 105, 100, x, -25, 1.1, 1.1, -2
- Cn1c(=O)cc(SCC(=O)NCCCN2CCOCC2)c2ccc(Cl)cc21
→ -4, 0, 4, 100, 100, -0.14, -4, 1.1, 1, 5
- COc1cccc(C2CC(c3ccc(Cl)cc3Cl)Nc3nc(N)nn32)c1 (configuration not stated)
→ -5, 3, 0, 101, 97, 1.2, 0, 1.2, 1.1, -3
- CC(C)CCN1CCN(Cc2cccn2-c2cccnc2)CC1CCO (configuration not stated)
→ -8, 2, 0, 100, 97, 0.35, 0, 1.1, 1.1, 2
- CCOCCCNS(=O)(=O)c1ccc(NC(=O)CN2C(=O)c3ccccc3C2=O)cc1
→ -5, -2, -3, 100, 100, -0.4, 3, 1.3, 1, 7
- CC1(C)CC(=O)C=C(NC2CCS(=O)(=O)C2)C1 (configuration not stated)
→ x, -3, -1, 109, 102, 0.63, 1, x, x, -7
- Cc1cc(C)c(C2C(C#N)=C(N)Oc3n[nH]c(C)c32)cc1CN1CCOCC1 (configuration not stated)
→ -7, -2, -4, 100, 102, 1.5, 4, 1.2, 1.1, 7
- OCCN1CCN(C(=S)c2ccc(Cl)c(Cl)c2)CC1
→ 2, 4, -9, 98, 91, x, 9, 1.1, 1, 5
- O=C(O/N=C\c1ccc(N2CCOCC2)c([N+](=O)[O-])c1)c1ccccc1Cl
→ -5, -3, 8, 100, 102, -0.12, -8, 0.92, 1, 8
- COc1ccc(CCNC(=O)C2CC(c3c(Cl)cccc3Cl)=NO2)cc1 (configuration not stated)
→ -8, 17, -8, 88, 85, x, 8, 0.97, 1.1, 18
- COc1ccc(OCC(=O)Nc2ccc3c(c2)nc(CCN2CCOCC2)n3C)cc1
→ -8, 15, -9, 92, 86, 0.21, 9, 1.1, 1.1, 12
- CCc1cccc(NC(=O)C2CCCC2)c1
→ -1, 10, 15, 104, 91, x, -15, 1.4, 1, -1
- Cc1ccccc1NC(=O)CN1C(=O)S/C(=C\c2ccc(-c3cccc(C(=O)O)c3C)o2)C1=O
→ 2, 1, 1, 104, 97, -0.05, -1, 1.2, 1, -1
- Cc1ccc(/C=C2\SC(=S)N(CCCC(=O)Nc3nccs3)C2=O)cc1
→ -1, 10, 23, 92, 91, x, -23, 0.91, 1, 8
- COc1ccc(NC(=S)NCc2cccs2)cc1OC
→ -6, 1, -19, 100, 97, 1.3, 19, 1.3, 1.1, 7
- COc1ccc2cnn(CCOc3ccccc3)c(=O)c2c1OC
→ 21, -51, 176*, 74, 146*, 0.11, -176, 3.6*, 0.8, 35

Fields – FLuc inhib CS, STAT1 inh, APP 5'UTR act, STAT3 activator, STAT1 act, ROMK mod, APP 5UTR inh, NF-kB expr up, FLuc stim CS, STAT3 blocker
- CC(C)(C)NC(=O)c1ccc(NC(=O)C2COc3ccccc3O2)cc1 (configuration not stated)
→ -5, -3, 14, 102, 104, 0.42, -14, 0.71, 1.1, 2
- CC(C)c1ccc(C2C3=C(COC3=O)Nc3cc4c(cc32)OCO4)cc1 (configuration not stated)
→ -7, -19, -95, 151*, 116, -0.89, 95*, 1.1, 1.1, -41
- Cc1ccccc1NC(=O)CSc1nnc(Cc2ccccc2)o1
→ -7, -2, -21, 109, 103, x, 21, 1.6, 1.1, -7
- C/C(=N\NC(=O)c1cc(-c2cccnc2)nc2ccccc12)c1ccccc1O
→ 3, -5, -56, 122, 105, 0.66, 56*, 1.1, 1, -25
- O=C(CCl)Nc1cn(-c2ccccc2)nc1-c1ccc(F)cc1
→ -5, 0, -8, 100, 97, -0.0026, 8, 1, 1.1, 5
- O=C(Nc1cnccn1)c1ccncc1
→ -5, -4, 12, 107, 104, 0.48, -12, 1.1, 1, -4
- Cc1ccc(OCC(O)Cn2c(N)nc3c2c(=O)n(C)c(=O)n3C)cc1 (configuration not stated)
→ -4, 3, -6, 87, 95, -0.21, 6, 0.88, 1, 17
